Compound activity: PubChem, Vanderbilt High Throughput Screening Facility
AMPAR-TARP mod = modulators of GluA2-stargazin AMPA receptor complexes, primary screen, cell-based, membrane potential dye | Voltage-dependent calcium channel gamma-2 subunit (Mus musculus) + Glutamate receptor 2 … | HEK293 GluA2+stargazin, membrane potential dye (FDSS), glutamate EC50; hits were called plate by plate, in both directions | calls only at 30 µM | 40,000 tested, 3.5% active | AID 1259245, 2017;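 active means any of four per-well response measures lying three or more SD from its plate-wide compound average, in either direction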
Target sequence (O88602 whole entry, looked up): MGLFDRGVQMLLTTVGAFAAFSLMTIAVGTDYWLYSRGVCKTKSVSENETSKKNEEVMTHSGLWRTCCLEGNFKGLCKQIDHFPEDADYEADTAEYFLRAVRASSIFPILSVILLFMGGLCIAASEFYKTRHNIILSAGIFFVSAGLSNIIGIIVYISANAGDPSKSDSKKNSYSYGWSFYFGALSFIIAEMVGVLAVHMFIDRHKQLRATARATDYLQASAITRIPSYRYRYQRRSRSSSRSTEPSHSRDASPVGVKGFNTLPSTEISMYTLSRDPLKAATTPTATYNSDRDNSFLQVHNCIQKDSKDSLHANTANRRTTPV
Target sequence (P19491 whole entry, looked up): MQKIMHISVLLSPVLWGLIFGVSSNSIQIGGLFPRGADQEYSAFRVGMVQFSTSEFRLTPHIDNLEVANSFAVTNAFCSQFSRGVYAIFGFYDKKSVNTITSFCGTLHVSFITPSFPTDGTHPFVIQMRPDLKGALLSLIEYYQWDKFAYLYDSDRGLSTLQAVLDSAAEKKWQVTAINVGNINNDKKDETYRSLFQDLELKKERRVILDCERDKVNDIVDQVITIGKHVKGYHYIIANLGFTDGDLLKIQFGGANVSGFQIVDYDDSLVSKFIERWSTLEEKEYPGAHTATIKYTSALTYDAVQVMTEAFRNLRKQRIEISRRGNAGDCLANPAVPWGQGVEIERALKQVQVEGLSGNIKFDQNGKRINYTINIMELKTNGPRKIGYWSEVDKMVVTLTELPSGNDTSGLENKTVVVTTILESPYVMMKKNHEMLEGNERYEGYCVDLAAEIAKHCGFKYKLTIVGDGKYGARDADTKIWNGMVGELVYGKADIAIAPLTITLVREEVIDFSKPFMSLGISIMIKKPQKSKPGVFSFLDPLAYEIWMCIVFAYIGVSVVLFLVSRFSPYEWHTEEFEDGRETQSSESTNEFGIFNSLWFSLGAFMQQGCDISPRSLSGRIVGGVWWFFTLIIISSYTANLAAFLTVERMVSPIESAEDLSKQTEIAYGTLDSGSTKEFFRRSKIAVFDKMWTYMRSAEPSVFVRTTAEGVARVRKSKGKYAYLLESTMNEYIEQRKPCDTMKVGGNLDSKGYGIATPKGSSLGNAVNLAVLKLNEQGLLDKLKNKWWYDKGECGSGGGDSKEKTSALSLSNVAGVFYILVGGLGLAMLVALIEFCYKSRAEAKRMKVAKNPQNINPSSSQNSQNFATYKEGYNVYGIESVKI
AMPAR-TARP mod agonism max-min = also measured in AMPAR-TARP mod; calls as there; compound max-min signal; compound-alone response (agonism);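 unitless range of fluorescence divided by baseline over first 100 seconds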
AMPAR-TARP mod glutamate slope = also measured in AMPAR-TARP mod; calls as there; glutamate slope, % of max; measured here: glutamate response slope, % max;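 scaled per plate between vehicle wells and maximal 1 mM glutamate control wells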
* marks the source's active call; other numbers are inactive results; i = inactive. Some of the compounds tested, so the mix of outcomes need not match the whole.

| nr | Structure | AMPAR-TARP mod | AMPAR-TARP mod agonism max-min | AMPAR-TARP mod glutamate slope |
| --- | --- | --- | --- | --- |
| 1 | CCOc1ccc(N2CCNCC2)nn1 | i | 0.0392 | 48.3 |
| 2 | CN(C(=O)Oc1ccc(OC(=O)c2ccccc2)cc1)c1ccccc1 | i | 0.0359 | 31.3 |
| 3 | COc1ccc(CNC(=O)NCC2CCN(C(=O)Oc3ccccc3)CC2)cc1 | i | 0.042 | 27.0 |
| 4 | Cn1ccnc1N1CCNCC1 | i | 0.0349 | 38.9 |
| 5 | COCCCn1c(N)c(C(=O)NCCCOC(C)C)c2nc3ccccc3nc21 | i | 0.12 | 51.9 |
| 6 | CCOC(=O)NCC#CCN1CCc2ccccc2C1 | i | 0.0389 | 57.7 |
| 7 | CN1CCN(Cc2ccc(Br)cc2)CC1 | i | 0.0316 | 35.3 |
| 8 | O=C(Cc1cccs1)N1CCN(Cc2nc3ccccc3[nH]2)CC1 | i | 0.0854 | 56.5 |
| 9 | COc1ccc2nc(CN3CCNCC3)[nH]c2c1 | i | 0.0466 | 43.2 |
| 10 | CS(=O)(=O)N1CCCC1C(=O)Nc1ccc(Br)cc1C(=O)c1ccccc1Cl (stereo unspecified) | i | 0.0793 | 53.9 |
| 11 | O=C(Cc1ccc(F)cc1)N1CCN(Cc2nc(-c3cccs3)cs2)CC1 | i | 0.136 | 62.5 |
| 12 | c1ccc2nc(N3CCNCC3)ccc2c1 | i | 0.107 | 56.7 |
| 13 | Cc1cc(N2CCN(C)CC2)nc2ccccc12 | i | 0.124 | 45.1 |
| 14 | Cc1ccc(S(=O)(=O)N(C)c2ccc(C(=O)N3CCN(Cc4ccccc4)CC3)cc2)cc1 | i | 0.0528 | 61.2 |
| 15 | CCCNC(=O)c1c(N)n(Cc2ccc3c(c2)OCO3)c2nc3ccccc3nc12 | i | 0.145 | 58.3 |
| 16 | COc1ccc(-c2c(C)oc3cc(OC(=O)N(C)C)ccc3c2=O)cc1OC | i | 0.0862 | 78.9 |
| 17 | O=C(Cc1csc(Nc2ccccc2)n1)N1CCN(Cc2ccc3c(c2)OCO3)CC1 | i | 0.0868 | 44.1 |
| 18 | O=C(CN1CCN(C(=O)COc2ccc(Cl)cc2Cl)CC1)c1cccs1 | i | 0.0976 | 65.8 |
| 19 | c1ccc(C2COCCN2)cc1 (stereo unspecified) | i | 0.0478 | 12.1 |
| 20 | CC(C)c1csc(CCN)n1 | i | 0.0325 | 31.0 |
| 21 | COc1ccc(CN2CCNCC2CCO)cc1C (stereo unspecified) | i | 0.0494 | 42.4 |
| 22 | NCC#CCN1CCCCCC1 | i | 0.0269 | 46.1 |
| 23 | c1ccn2cc(CN3CCNCC3)nc2c1 | i | 0.063 | 41.9 |

Rewritten with each value named: 3 of the compounds above.
#10 CS(=O)(=O)N1CCCC1C(=O)Nc1ccc(Br)cc1C(=O)c1ccccc1Cl (stereo unspecified)
  AMPAR-TARP mod = i; AMPAR-TARP mod agonism max-min = 0.0793; AMPAR-TARP mod glutamate slope = 53.9
#11 O=C(Cc1ccc(F)cc1)N1CCN(Cc2nc(-c3cccs3)cs2)CC1
  AMPAR-TARP mod = i; AMPAR-TARP mod agonism max-min = 0.136; AMPAR-TARP mod glutamate slope = 62.5
#12 c1ccc2nc(N3CCNCC3)ccc2c1
  AMPAR-TARP mod = i; AMPAR-TARP mod agonism max-min = 0.107; AMPAR-TARP mod glutamate slope = 56.7

Pulled by compound from the list above (seven):
| nr | Structure | AMPAR-TARP mod | AMPAR-TARP mod agonism max-min | AMPAR-TARP mod glutamate slope |
| --- | --- | --- | --- | --- |
| 19 | c1ccc(C2COCCN2)cc1 (stereo unspecified) | i | 0.0478 | 12.1 |
| 23 | c1ccn2cc(CN3CCNCC3)nc2c1 | i | 0.063 | 41.9 |
| 9 | COc1ccc2nc(CN3CCNCC3)[nH]c2c1 | i | 0.0466 | 43.2 |
| 4 | Cn1ccnc1N1CCNCC1 | i | 0.0349 | 38.9 |
| 2 | CN(C(=O)Oc1ccc(OC(=O)c2ccccc2)cc1)c1ccccc1 | i | 0.0359 | 31.3 |
| 10 | CS(=O)(=O)N1CCCC1C(=O)Nc1ccc(Br)cc1C(=O)c1ccccc1Cl (stereo unspecified) | i | 0.0793 | 53.9 |
| 6 | CCOC(=O)NCC#CCN1CCc2ccccc2C1 | i | 0.0389 | 57.7 |
